RNase H inhibition: RNase H inhibition, HIV 1 Gag Pol polyprotein, FRET biochemical assay, screening (AID 372); HIV-1 RT RNase H, FRET RNA/DNA substrate fluorescence; higher % means a stronger effect; inhibition, % at 10 µM; hits with a dose series show IC50 in µM; 100,000 tested, 0.77% active; in the data active means inhibition above about 50%
Numbers without * were called inactive. The list is partial; the hit share may differ from the screen's.

SMILES | RNase H inhibition
CC(C)(C)NC(=O)/C(=C/c1ccco1)c1ccccc1 | 6%
CCOc1c(I)cc(C2Nc3ccc4ccccc4c3C3=C2C(=O)CC(C)(C)C3)cc1OC (stereo unspecified) | 19%
N#C/C(=N\Nc1ccccc1)c1nc(-c2ccc(F)cc2)cs1 | 20%
COc1ccc(NC(=O)/C(C#N)=C\c2cn(CC(=O)O)c3ccccc23)cc1 | 0%
CN(C(=O)CN1C(=O)C(C)(C)Nc2ccccc21)c1ccccc1 | 14%
Cc1cccc(NC(=O)c2cccc([N+](=O)[O-])c2C)c1C | 3%
Cc1ccc(OCC(=O)O/N=C(\N)Cc2ccc([N+](=O)[O-])cc2)c(Br)c1 | 12%
O=c1ccc2ccc(OCCOc3ccc4ccc(=O)oc4c3)cc2o1 | 15%
COCCN1C(=O)C(=O)/C(=C(/O)c2ccccc2)C1c1ccc(Cl)cc1 (stereo unspecified) | 0%
COc1ccccc1NC(=O)CSC(N)=O | 5%
CC(=O)NS(=O)(=O)c1ccc(NC(=O)/C=C/c2ccccc2)cc1 | 16%
Cc1ccc2cccc(S(=O)(=O)c3ccc(C(F)(F)F)cc3[N+](=O)[O-])c2n1 | 2%
O=C(O)/C=C\C(=O)Nc1ccc(Nc2ccccc2)cc1 | 3%
O=C(NN1C(=O)c2ccccc2C1=O)c1cc(O)cc(O)c1 | 9%
C=C(C)COc1c(Br)cc(/C=C2\N=C(c3cccc(F)c3)OC2=O)cc1OC | 14%
CC(C)(C)c1ccc(C(=O)N/C(=C/c2ccc(Br)cc2)C(=O)NN)cc1 | 0%
Cc1ccccc1N1C(=O)/C(=C\c2ccco2)C(=O)N(c2ccccc2)C1=S | 49%
CC1CCCC(C)N1CC(O)COc1ccccc1C(C)(C)C (stereo unspecified) | 9%
CCc1ccc(OCCCCOc2ccccc2OC)cc1 | 21%
CCN(CC)CCN1C(=O)C(=O)/C(=C(\O)c2ccc([N+](=O)[O-])cc2)C1c1ccc(N(C)C)cc1 (stereo unspecified) | 0%
O=C(NC1CCCCCC1)c1ccc([N+](=O)[O-])cc1 | 5%
CCc1ccccc1N1C(=O)/C(=C/c2ccc(N(CC)CC)o2)C(=O)NC1=S | 0%
O=C(CN(c1ccccc1)S(=O)(=O)c1ccccc1[N+](=O)[O-])N1CCN(Cc2ccccc2)CC1 | 19%
CC(NC(=O)COc1ccc(C=C2C(=O)NC(=O)NC2=O)cc1)c1ccccc1 (stereo unspecified) | 0%

A few values from the list.
Reading for `O=C(O)/C=C\C(=O)Nc1ccc(Nc2ccccc2)cc1` under RNase H inhibition: 3%
Reading for `CC1CCCC(C)N1CC(O)COc1ccccc1C(C)(C)C` (stereo unspecified) under RNase H inhibition: 9%

(continued)
SMILES | RNase H inhibition
O=c1c(-c2ccc(Cl)cc2Cl)coc2c(CN3CCCCCC3)c(O)ccc12 | 0%
O=C1OC(c2ccc(Br)cc2)=C/C1=C/c1ccc(-c2ccccc2[N+](=O)[O-])o1 | 10%
CCOc1cccc(NC(=O)/C(C#N)=C\c2cc(OC)c(O)c(OC)c2)c1 | 19%
COc1ccc(C2Nc3ccccc3NC3=C2C(=O)CC(c2ccccc2)C3)cc1Br (stereo unspecified) | 24%
CCOC(=O)CN1C(=O)C(O)=C(C(C)=O)C1c1ccc([N+](=O)[O-])cc1 (stereo unspecified) | 5%
O=P(CCCO)(c1ccc(Cl)cc1)c1ccc(Cl)cc1 | 1%
CCOc1ccc(NC(=S)NC(=O)c2cc3ccccc3cc2OC)cc1 | 7%
CC1(C)CC(=O)C2=C(C1)Nc1ccccc1NC2c1cccc(O)c1O (stereo unspecified) | 10%
Cc1cccc(C(=O)Nc2ccc(C)cc2C)c1 | 3%
C(=NN1CCN(c2ccccn2)CC1)c1ccncc1 | 3%
Cn1c(=O)c2c(nc(Oc3ccccc3)n2C)n(C)c1=O | 8%
CCCCOC(=O)c1ccc(NC(=S)NC(=O)c2ccc(OC)c(Cl)c2)cc1 | 6%
Cc1ccc(N2C(=O)C(Cl)=C(N3CCN(c4ccccc4)CC3)C2=O)c(C)c1 | 0%
Cc1ccc(S(=O)(=O)NNC(=O)c2ccncc2)cc1[N+](=O)[O-] | 4%
COc1ccc(Cl)cc1NC(=O)COc1c(C)cc(C)cc1C | 0%
Oc1ccccc1-c1nc(Cc2ccccc2)nn1-c1ccccc1 | 0%
Cc1cccc(NS(=O)(=O)c2cccc3cccnc23)c1 | 0%
CC(c1ccccc1)C1CC(=O)N(c2ccc([N+](=O)[O-])cc2)C1=O (stereo unspecified) | 0%
O=C(CN1CCCCC1)NCC1COc2ccccc2O1 (stereo unspecified) | 26%
COc1ccc(S(=O)(=O)N(Cc2ccccc2)c2ccccc2C(=O)N2CCOCC2)cc1 | 4%
COc1nc(Nc2ccc(C(C)=O)cc2)nc(OC)n1 | 3%
COc1ccccc1C(=O)Nc1ccc2oc(-c3ccc(Cl)cc3Cl)nc2c1 | 0%
COc1cc(C2C(C(=O)OC3CCCC3)=C(C)NC3=C2C(=O)CC(c2ccccc2)C3)ccc1OCc1ccccc1 (stereo unspecified) | 9%
CCCC1=C(C(=O)OCC)C(c2ccc(F)cc2F)C(C#N)=C(N)O1 (stereo unspecified) | 7%
COc1ccc(/C=C2/C(=O)N(c3cccc(Br)c3)N=C2C)c(OC)c1 | 7%
Cc1[nH]n(-c2ccccc2)c(=O)c1C=Nc1ccc(Cl)cc1Cl | 23%
Cc1cccc(C(C)C)c1NC(=O)c1cc2ccccc2oc1=O | 11%
CS(=O)(=O)Oc1cc2oc(=O)cc(-c3ccccc3)c2cc1Cl | 43%
O=C(Nc1scc(-c2ccccc2)c1C(=O)O)c1ccccc1F | 9%
O=C(CSc1ncccn1)N/N=C/c1cccc(Br)c1 | 17%
Cc1ccc(CN2CCN(N=Cc3ccc(Br)s3)CC2)c(C)c1 | 14%
CC1S/C(=N/N=C/c2cccs2)NC1=O (stereo unspecified) | 1%
Cc1ccc(C(C)C)c(OCC(=O)NNC(=O)/C=C/c2ccc3c(c2)OCO3)c1 | 15%
CC1=NN(c2cccc(Cl)c2)C(=O)/C1=C\c1c(C)[nH]n(-c2ccc(C)c(C)c2)c1=O | 7%
COc1cc(NC(=O)CCCC(=O)OCC(F)(F)C(F)F)nc(OC)n1 | 2%
Cc1ccc(C(=O)O)cc1NC(=O)C1C2CCC(C2)C1C(=O)O (stereo unspecified) | 1%
CCCCNCCCCOc1ccccc1C(C)C | 11%
CCOc1ccc(Br)cc1/C=C1/C(=O)NN(c2ccc(C)cc2)C1=O | 12%
C=CCn1c(-c2ccncc2)n[nH]c1=S | 1%
CCCOC(=O)c1c(-c2ccccc2Cl)csc1N | 32%
O=C1OC(c2cccc(F)c2)=N/C1=C\c1ccccc1OCc1ccccc1F | 11%
Cc1ccc(SCCNC(=O)C(C)Sc2ccc(Cl)cc2)cc1 (stereo unspecified) | 3%
C=C(C)C1CCC(C)=C1COC(=O)c1cccnc1 (stereo unspecified) | 4%
C=CCn1c(NC(=O)c2ccccc2)c(C(=O)OCC)sc1=S | 0%
CC(=O)c1ccc(NC(=S)Nc2ccc(F)cc2)cc1 | 12%
O=C(N/N=C/C(Br)=C/c1ccccc1)c1cc(-c2ccco2)[nH]n1 | 36%
S=c1[nH]nc(COc2ccccc2)n1C1CCCCC1 | 11%
CC(=O)c1cc(CN2C(=O)c3ccccc3C2=O)cs1 | 4%
CCCC(=O)Oc1cc2c(C(=O)OCC)c(C)n(C)c2c2ccccc12 | 11%
O=c1oc2c(Cl)cc(Cl)cc2cc1-c1nc(-c2ccc(Cl)cc2)cs1 | 10%
CC(C)(C)c1csc(N/N=C/c2cccnc2)n1 | 2%
Cc1ccc(C)c(N=C(NO)C(=Nc2cc(C)ccc2C)NO)c1 | 15%
Cc1cc(O)c(C(=O)c2ccccc2C(=O)O)cc1C | 17%
O=C1N=C(N2CCCCC2)S/C1=C\c1cccc(O)c1 | 12%
O=C1C(C=NC2CCCCCC2)=C(O)c2ccccc21 | 15%
CC1CN(C(=O)C(C)N2C(=O)c3ccccc3C2=O)CC(C)O1 (stereo unspecified) | 6%
COCCOC(=O)C1=C(C)NC(C)=C(C(=O)OCCOC)C1c1cn(-c2ccccc2)nc1-c1ccc(F)cc1 | 0%
O=c1oc(-c2ccccc2[N+](=O)[O-])nc2ccc(I)cc12 | 10%
O=C(O)c1ccc2c(c1)C(=O)N(c1ccc(Cl)cc1)C2=O | 3%
COc1ccc(-c2c3c(c(-c4ccccc4)n2-c2ccc(S(N)(=O)=O)cc2)C(=O)c2ccccc2C3=O)cc1 | 19%
Next part
SMILES | RNase H inhibition
O=[N+]([O-])c1ccccc1-c1cc(-c2ccccc2O)n[nH]1 | 15%
O=C(CSc1nnnn1-c1ccccc1)Nc1cccc(C(F)(F)F)c1 | 7%
O=[N+]([O-])c1ccc(NCCNS(=O)(=O)c2ccccc2)cc1 | 5%
CC(=O)N/N=C/c1ccc(-c2ccc(F)c(Cl)c2)o1 | 27%
COc1ccc(C2NCCc3c2[nH]c2ccccc32)cc1 (stereo unspecified) | 5%
OC(CNC1CCCCC1)CSCC(O)CNC1CCCCC1 (stereo unspecified) | 15%
Cc1ccc2c(Cl)c(C(=O)NCc3ccco3)sc2c1 | 8%
C=CCNC(=O)c1ccc(-c2cccc(Cl)c2)o1 | 1%
CCCCCC(=O)NNC(=O)Cc1ccccc1 | 15%
COc1cc2ccccc2cc1C(=O)NC12CC3CC(CC(C3)C1)C2 | 22%
CCCC(=O)Nc1ccc2nn(-c3ccc(OCC)cc3)nc2c1 | 11%
CC1=C(C(=O)Nc2ccccc2Cl)C(c2ccc(O)cc2)NC(=O)N1 (stereo unspecified) | 10%
CCc1cccc(C)c1NC(=O)COc1cccc(Cl)c1 | 3%
O=C(Cc1cccs1)NC1CCCC1 | 9%
CN1C(=O)/C(=C2\SC(=S)N(C(Cc3ccccc3)C(=O)O)C2=O)c2ccccc21 (stereo unspecified) | 9%
COc1ccc(C(=O)NN2C(=O)C3C4C=CC(C4)C3C2=O)cc1 (stereo unspecified) | 15%
CC1(C)CC(N(CCCO)C(=O)c2ccccc2)CCO1 (stereo unspecified) | 14%
Cc1ccc(OCC(=O)NNC(=O)c2ccc([N+](=O)[O-])cc2)cc1 | 12%
CCn1c(=O)c(C(=O)Nc2ccc([N+](=O)[O-])cc2)c(O)c2ccccc21 | 0%
Cc1sc(NC(=O)c2ccccc2Br)c(C(N)=O)c1C | 1%
Cc1ccnc(NC(=O)COc2ccc(C)c(C)c2)c1 | 5%
CCC(=O)Nc1ccc(NC(=S)NC(=O)c2cccc(F)c2)cc1 | 11%
O=C(/C=C/c1ccccc1)C1=C(O)C(=O)N(c2ccccc2)C1c1cccc([N+](=O)[O-])c1 (stereo unspecified) | 10%
CCC(=O)c1ccc(Br)cc1N | 16%
COc1ccc(N(CC(=O)Nc2cccc(Cl)c2)S(=O)(=O)c2ccc(C)cc2)cc1OC | 10%
Cc1c(N2C(=O)S/C(=C\c3ccc([N+](=O)[O-])cc3)C2=O)c(=O)n(-c2ccccc2)n1C | 3%
Cc1cccc(NC(=O)/C(C#N)=C/c2cc(C)n(-c3ccc([N+](=O)[O-])cc3)c2C)c1 | 6%
Cc1ccc(OCC(=O)Nc2cccc(C)c2C)c(Br)c1 | 24%
COc1cc(NC(=O)c2ccc([N+](=O)[O-])cc2Cl)ccc1NC(=O)c1cc2ccccc2o1 | 23%
CCN1C(=O)/C(=C/c2cccc(OC)c2OC)C(=O)NC1=S | 9%
CCOC(=O)c1ccc2nc(NC(=O)COC(=O)c3cc4ccccc4o3)sc2c1 | 24%
O=C(N/N=C/c1c2ccccc2cc2ccccc12)C(Oc1ccccc1)Oc1ccccc1 | 13%
CC(=O)CC(=O)Nc1ccc2c(c1)OCO2 | 15%
CC1=C(C(=O)Nc2ccc(Cl)cc2)C(c2cccc(Br)c2)NC(=O)N1 (stereo unspecified) | 9%
C/C(=C\C(=O)c1ccccc1)Nc1ccc(Br)c(Cl)c1 | 15%
O=C(COc1ccccc1)N1N=C(c2ccc([N+](=O)[O-])cc2)CC1(O)C(F)(F)F (stereo unspecified) | 1%
CC(NC(=O)C12CC3(C)CC(C)(CC(C)(C3)C1)C2)C(=O)Nc1ccc(F)cc1F (stereo unspecified) | 3%
Cc1nc2ccccc2n1C(=O)N(C)C | 1%
CC1=C(C(=O)Nc2ccc(C)cc2)C(c2ccc(C)cc2)NC(=O)N1 (stereo unspecified) | 0%
O=C(c1cccc(Br)c1)N1N=C(c2ccccc2)CC1(O)C(F)(F)F (stereo unspecified) | 50%*
O=C(N/N=C/c1ccncc1)c1ccc(Cl)c(Cl)c1 | 0%

Already shown: 18 of the compounds above.
SMILES | RNase H inhibition
Cc1ccnc(NC(=O)COc2ccc(C)c(C)c2)c1 | 5%
CCC(=O)Nc1ccc(NC(=S)NC(=O)c2cccc(F)c2)cc1 | 11%
O=C(/C=C/c1ccccc1)C1=C(O)C(=O)N(c2ccccc2)C1c1cccc([N+](=O)[O-])c1 (stereo unspecified) | 10%
CCC(=O)c1ccc(Br)cc1N | 16%
COc1ccc(N(CC(=O)Nc2cccc(Cl)c2)S(=O)(=O)c2ccc(C)cc2)cc1OC | 10%
Cc1c(N2C(=O)S/C(=C\c3ccc([N+](=O)[O-])cc3)C2=O)c(=O)n(-c2ccccc2)n1C | 3%
Cc1cccc(NC(=O)/C(C#N)=C/c2cc(C)n(-c3ccc([N+](=O)[O-])cc3)c2C)c1 | 6%
Cc1ccc(OCC(=O)Nc2cccc(C)c2C)c(Br)c1 | 24%
COc1cc(NC(=O)c2ccc([N+](=O)[O-])cc2Cl)ccc1NC(=O)c1cc2ccccc2o1 | 23%
CCN1C(=O)/C(=C/c2cccc(OC)c2OC)C(=O)NC1=S | 9%
CCOC(=O)c1ccc2nc(NC(=O)COC(=O)c3cc4ccccc4o3)sc2c1 | 24%
O=C(N/N=C/c1c2ccccc2cc2ccccc12)C(Oc1ccccc1)Oc1ccccc1 | 13%
CC(=O)CC(=O)Nc1ccc2c(c1)OCO2 | 15%
CC1=C(C(=O)Nc2ccc(Cl)cc2)C(c2cccc(Br)c2)NC(=O)N1 (stereo unspecified) | 9%
C/C(=C\C(=O)c1ccccc1)Nc1ccc(Br)c(Cl)c1 | 15%
O=C(COc1ccccc1)N1N=C(c2ccc([N+](=O)[O-])cc2)CC1(O)C(F)(F)F (stereo unspecified) | 1%
CC(NC(=O)C12CC3(C)CC(C)(CC(C)(C3)C1)C2)C(=O)Nc1ccc(F)cc1F (stereo unspecified) | 3%
Cc1nc2ccccc2n1C(=O)N(C)C | 1%
